# DT40 TDP1 no CPT = qHTS for Inhibitors of human tyrosyl-DNA phosphodiesterase 1 (TDP1): qHTS in cells in absence of CPT; DT40 Tdp1-/- hTDP1 cells, no CPT, ATP luminescence, 48 h; Potency, µM (highest dose often 46.2 µM), without a hit: top-dose activity change, negative = growth inhibition, usual class: inhibitors; 420,000 compounds, 15% hits; also: nearly all actives have a fitted effect of over 55% in size
#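 Chicken DT40 Tdp1-/- cells stably complemented with human TDP1 were seeded at 400 cells/well with DMSO in place of 20 nM camptothecin. After compound pinning, cells grew at least 48 hr at 37 °C; viability read by CellTiter-Glo luminescence.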
# TDP1 cell CPT = qHTS for Inhibitors of human tyrosyl-DNA phosphodiesterase 1 (TDP1): qHTS in cells in presence of CPT | 420,000 compounds, 12% hits | chicken DT40 Tdp1-/-;hTDP1 cells + 20 nM CPT, ATP luminescence, 48 h | Potency, µM (titrated, usually from 46.2 µM), inactives show at the top dose activity change, negative = growth inhibition, hits mostly inhibitors; also: nearly all actives have a fitted effect of over 55% in size
#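 Chicken DT40 Tdp1-/- cells complemented with human TDP1, 400 cells/well, exposed to compounds plus 20 nM camptothecin for at least 48 h at 37 C; viability read as ATP content by CellTiter-Glo luminescence.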
# KAT2A inh = qHTS Assay for Inhibitors of GCN5L2 | GCN5L2 HAT assay, ThioGlo1 CoA-SH fluorescence | 390,000 compounds, 0.21% hits | Potency, µM (highest dose often 58.9 µM), inactives show at the highest dose activity change, negative = inhibition, most hits filed as inhibitors | AID 504327, 2011
# Target sequence (Q92830 whole entry, looked up): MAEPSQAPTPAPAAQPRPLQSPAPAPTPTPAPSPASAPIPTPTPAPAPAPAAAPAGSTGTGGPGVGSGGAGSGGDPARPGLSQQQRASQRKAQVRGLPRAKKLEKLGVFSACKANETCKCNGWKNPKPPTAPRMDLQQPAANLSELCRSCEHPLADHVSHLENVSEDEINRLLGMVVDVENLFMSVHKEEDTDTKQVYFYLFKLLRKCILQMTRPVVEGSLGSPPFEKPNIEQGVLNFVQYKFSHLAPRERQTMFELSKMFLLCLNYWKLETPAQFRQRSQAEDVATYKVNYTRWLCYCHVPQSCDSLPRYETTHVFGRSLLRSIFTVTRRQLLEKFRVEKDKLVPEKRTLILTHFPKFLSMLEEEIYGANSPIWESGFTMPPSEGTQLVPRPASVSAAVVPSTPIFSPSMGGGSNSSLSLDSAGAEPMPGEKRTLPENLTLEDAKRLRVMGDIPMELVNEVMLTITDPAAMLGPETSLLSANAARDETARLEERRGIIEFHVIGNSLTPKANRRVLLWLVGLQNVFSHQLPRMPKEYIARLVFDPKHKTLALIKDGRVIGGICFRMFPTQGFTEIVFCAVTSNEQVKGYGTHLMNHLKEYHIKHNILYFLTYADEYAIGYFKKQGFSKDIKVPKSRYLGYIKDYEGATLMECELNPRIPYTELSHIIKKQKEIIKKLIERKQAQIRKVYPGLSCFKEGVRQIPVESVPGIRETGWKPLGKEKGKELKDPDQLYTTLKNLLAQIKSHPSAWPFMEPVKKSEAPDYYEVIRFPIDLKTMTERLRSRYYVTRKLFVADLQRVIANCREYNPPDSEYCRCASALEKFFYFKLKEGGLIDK
#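 Preincubate 20nM GCN5L2 with compound 15 min, RT → add 50uM ThioGlo1 + 75uM H3(1-25) + 70uM acetyl-CoA → read fluorescence 0 and 20 min. Primary qHTS; fluorescent artifacts likely.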
# Numbers without * were called inactive; u = inconclusive; x = not tested or not shown; & = joins results of further samples; [ ] = dose if it differs, or a comment. Calls follow the shape of the dose curve; as a rule, active = well fitted curve in the direction sought with a large enough effect; inconclusive = small, poorly fitted or top-dose-only effect, or another doubt; inactive = no such curve, though single readings can be large; an effect the other way counts as inactive or inconclusive. % is scaled to controls: 0 for no effect and ±100 for the full control effect; potency is read from the fitted curve at half-maximal effect. The list is partial (hit frequency here may not be typical).
# Value order – DT40 TDP1 no CPT	TDP1 cell CPT	KAT2A inh
COc1ccc(NC(=O)Cn2cc(C(=O)C3CC3)c3ccccc32)cc1
 : -3%&-9%	3%&-7%	0%&-1%
CS(=O)(=O)c1ccc(NS(=O)(=O)c2ccc(Cl)c(C(=O)NC3=NCCS3)c2)cc1
 : -4%	10%	-4%
CC1CN(C(=O)CSc2nnc(-c3ccc(Cl)cc3)n2C)CC(C)O1 (stereo unspecified)
 : -7%	-7%	-3%
CCOC(=O)N1CCN(C2CC(=O)N(c3ccc(Oc4ccccc4)cc3)C2=O)CC1 (stereo unspecified)
 : -8%	-2%	1%
CCSc1nc(-c2ccccc2OC)nc2c1Cc1c(CO)cnc(C)c1O2
 : 8.2µM*	8.2µM*	-5%
CC1(C)CC(N2CCCCC2)=CC(=[N+]2CCCCC2)C1
 : 0.18µM*	0.15µM*	-18%
O=C(NN1CCOCC1)c1ccc(Cl)cc1[N+](=O)[O-]
 : -1%	0%	0%
Cc1noc(C)c1/C=N/Nc1ccc2ccccc2n1
 : 8%	8%	0%
CCC(C)NS(=O)(=O)c1ccc(OC)c(Cl)c1Cl (stereo unspecified)
 : -2%	2%	-9%
Cc1cccc2nc(CNC(=O)C3CCC(=O)N(Cc4ccccc4F)C3)cn12 (stereo unspecified)
 : -2%	11%	-4%
COc1ccc(CNc2ccc3c(c2)ncn3-c2ccccc2OC)cc1
 : u	u	-18%
O=C(/C=C/[C@H]1O[C@@H](n2cnc3c(NC(=O)c4ccccc4)ncnc32)[C@H](O)[C@@H]1O)NCc1ccccc1
 : -11%	-25%	x
Nc1cc2c(cc1N)-c1ccccc1C2
 : 16µM*	u	x
N#Cc1nc(-c2cccs2)oc1NCc1ccco1
 : u	u	-19%
COCCn1c(=O)cnc2cnc(Oc3cccc(Cl)c3)nc21
 : -6%	-4%	-5%
CCOC(=O)C1CCCN(Cc2c(Cl)cccc2Cl)C1 (stereo unspecified)
 : -29%	u	x
Cc1ccsc1CN(C(=O)c1oc2ccccc2c1C)C1CCS(=O)(=O)C1 (stereo unspecified)
 : 5.2µM*	8.2µM*	-5%
CCOc1ccc(C(CC(=O)O)NC(=O)C(Sc2ccccc2)c2ccccc2)cc1 (stereo unspecified)
 : -2%	2%	-3%
C=CCN(CC=C)CC(O)Cn1c2ccccc2c2ccccc21 (stereo unspecified)
 : 23µM*	u	-2%
COC(=O)c1ccccc1NC(=O)COC(=O)c1cccnc1
 : -4%	6%	-6%
C/C=C/C(=O)Nc1ccc(N2CCN(c3ccc(C(F)(F)F)cn3)CC2)nc1
 : u	4%	13%
COC(=O)c1ccc(/C=N/NC(=S)NC(C)C)cc1
 : u	u	-26%
COC(=O)N1C(=O)[C@](Cc2ccccc2)(c2ccccc2)N1C(=O)OC
 : 12µM*	13µM*	1%
O=C(NCc1ccc(Cl)cc1)c1noc2c1CCCCC2
 : -37%	-16%	-6%
Cc1cccc(CC(=O)NCCc2sc3nc(-c4ccc(F)cc4)nn3c2C)c1
 : u	u	-5%
COc1ccc(Oc2coc3cc(OC(=O)N4CCOCC4)ccc3c2=O)cc1
 : u	16µM*	u
COc1ccc(C(CNc2ncnc3sccc23)N(C)C)cc1OC (stereo unspecified)
 : -22%	0%	-5%
CCOc1ccc(CCNC(=O)C2=C(C)C(=O)OC23CCC(C)CC3)cc1 (stereo unspecified)
 : -29%	-10%	-5%
CCOc1ccccc1C(=O)OCC(=O)NCC1CCCCC1
 : -5%	5%	-9%
NC(=O)c1ncn(C2OC(CO)C(O)C2O)c1N (stereo unspecified)
 : 23%	5%	-2%&6%
COC(=O)c1cc(Br)ccc1OC(=O)c1cccnc1
 : -10%	-16%	-3%
O=C(COC(=O)c1nc(Cl)ccc1Cl)NNC(=O)c1ccccc1
 : -1%	-2%	2%
CC(OC(=O)CCc1nc2ccccc2c(=O)[nH]1)C(=O)Nc1ncc(Cl)cc1Cl (stereo unspecified)
 : -5%	-21%	-8%
COC(=O)c1ccc(C(NC(=O)OCc2ccccc2)/C(F)=C/[C@@H](C)C(=O)NCc2ccc(-c3ccccc3)cc2)cc1 (stereo partly specified)
 : u	16µM*	-3%
O=C(CC1N=C2c3ccccc3N=C(SCc3ccccc3Cl)N2C1=O)NC1CCCCC1 (stereo unspecified)
 : 12µM*	9.2µM*	-3%
O=C(Nc1ccc(N2CCN(C(=O)c3cccs3)CC2)cc1)c1cccnc1
 : u	u	31%[activator]
CCOC(=O)C1=C(c2ccccc2)OC(N)=C(C#N)C1c1ccncc1 (stereo unspecified)
 : u	23µM*	-1%
CCOc1ccc(NC(=O)CN(C)C(=O)CSCc2c(C)noc2C)cc1OCC
 : u	-16%	-24%
COc1ccc(N(CC(=O)NCc2ccccc2Cl)S(=O)(=O)c2c(C)n[nH]c2C)cc1
 : -20%	u	-24%
C=CCN1C(=O)/C(=C/N(C)C)S/C1=N\S(=O)(=O)c1cccs1
 : -27%	-15%	x

# Following part
Structure | DT40 TDP1 no CPT | TDP1 cell CPT | KAT2A inh
CC1CCN(C(=O)COC(=O)c2cc([N+](=O)[O-])ccc2N2CCOCC2)CC1 | u | -21% | -27%
CC1(c2ccc(Cl)cc2)NC(=O)N(CC(=O)NCCC2=CCCCC2)C1=O (stereo unspecified) | -16% | u | 0%
Fc1cc(Br)ccc1Nc1nc2ccccc2n2nnnc12 | -23% | u | -4%
CC(C)c1ccc(N(CC(=O)O)S(=O)(=O)c2ccc3[nH]c(=O)c(=O)[nH]c3c2)cc1 | -12% | -2% | 1%
CCOC(=O)n1c(SCC(=O)N(CC)CC)nc2ccccc21 | -17% | -5% | 3%
C/C(=N/NC(=O)c1ccc2c(c1)OCO2)c1cccc(NC(=O)C(C)(C)C)c1 | -5% | -2% | 0%
Clc1ccc(-n2cccc2CN2CCOc3ccc(CN4CCOCC4)cc3C2)nc1 | u | u | x
Cc1ccc(-c2nn(-c3ccccc3)cc2C(=O)NCCCN2CCOCC2)cc1 | u | -6% | -5%
COc1cc(NC(=O)NCC2CCN(Cc3ccc(C)cc3)CC2)cc(OC)c1OC | 0%&-21% | u | 16%&-5%
[O-][n+]1nc2ccccc2c2ccccc21 | -17% | -2% | x
CCCn1nc(C(=O)OCC(=O)Nc2ccc(C)cc2)c2ccccc2c1=O | -8% | -9% | 1%
CC(=O)N1C[C@H]2CON(C)[C@H]2C[C@H]1c1cccc(-c2cc(Cl)cc(Cl)c2)c1 | 23µM* | u | x
Nc1ccccc1SC1CC(=O)N(Cc2ccccc2)C1=O (stereo unspecified) | -5% | -16% | -16%
COc1ccc(CNC(=O)CCCCCn2c(=O)[nH]c3ccccc3c2=O)cc1 | -3% | -18% | -5%
CCc1ccc(NC(=O)Cn2c(=O)nc(-c3ccccc3F)c3cc(Cl)ccc32)cc1 | -25% | -1% | 6%
CCC(=O)N1c2ccc(S(=O)(=O)N3CCOCC3)cc2CC1C (stereo unspecified) | -4% | -3% | 0%
COc1ccc(C(CNC(=O)c2cccc(NS(=O)(=O)c3ccc(C)c(F)c3)c2)N(C)C)cc1 (stereo unspecified) | -27% | 1% | -1%
O=C(CNC(=S)N(Cc1ccccc1)Cc1ccccc1F)NCCc1ccc(Cl)cc1 | u | 23µM* | -11%
CCC(CO)NC(=O)c1cccc(S(=O)(=O)N2c3ccccc3CC2C)c1 (stereo unspecified) | u | -8% | -6%
Cc1cc(S(=O)(=O)N2CCCC2)ccc1OCC(=O)N1CCCCC1 | u | -13% | -12%
NC(=S)N/N=C/c1ccc(-c2ccccc2)o1 | u | u | -8%
Cc1cccc(OCC(=O)NCC(=O)N/N=C/c2ccccc2)c1 | -20% | 6% | -1%
CC(=O)N1CCc2cc(S(=O)(=O)NC(Cc3ccccc3)C(=O)Nc3ccc(Cl)cc3)ccc21 (stereo unspecified) | -26% | -21% | -5%
COc1ccc(Cn2c(CNC(=O)Cc3cccc([N+](=O)[O-])c3)nc3cccnc32)cc1 | u | -21% | 3%
COc1cccc(CNC(=O)CCNS(=O)(=O)c2cccc3nonc23)c1 | -1% | 3% | -1%
COc1ccc(C(C#N)=C2C=CC(=NO)C(C)=C2Cl)cc1 | 7.3µM* | 10µM* | x
CCCCCN1C(C(=O)c2ccccc2)=C(NC(C)=O)c2ccccc2S1(=O)=O | 18µM* | 16µM* | -22%
O=c1ncn(-c2cccc(Cl)c2)c2ccccc12 | -12% | -5% | x
O=C(Nc1ccc2c(c1)OCCO2)C(c1ccc(C(F)(F)F)cc1)n1c(=O)c(-c2cc3ccccc3[nH]2)nc2ccccc21 (stereo unspecified) | u | u | x
O=C(Nc1ncccc1O)c1ccc(Cl)c(S(=O)(=O)N2CCCCC2)c1 | -5% | 0% | -3%
C#CCN1C(=O)C(O)(CC(=O)/C=C/C=C/c2ccccc2)c2ccccc21 (stereo unspecified) | 23µM* | u | 0%
Cc1ccc(-n2ncc3c(NC(C)c4ccccc4)ncnc32)cc1 (stereo unspecified) | u | u | 0%
CC1CN(S(=O)(=O)c2cccc(C(=O)OCC(=O)NCc3ccccc3)c2)CC(C)O1 (stereo unspecified) | u | u | -3%
O=P1(Nn2cnnc2)C=C(c2ccccc2)OC(c2ccccc2)=C1 | -9% | 24% | -1%
CCC(=O)Nc1ccc(NC(=O)CSc2nnnn2-c2ccc3c(c2)OCCO3)cc1 | -4% | 10% | -4%
Cc1ccccc1-c1nc(CS(=O)CC(=O)NCc2ccccn2)c(C)o1 (stereo unspecified) | -5% | 16% | -4%
CCOC(=O)CSc1nc(C(C)C)nc2sc(C)c(C)c12 | u | 1% | -11%
CC(C)c1ccc(NC(=O)CSc2nc(-c3ccccc3F)nc3nc[nH]c23)cc1 | -13% | u | -5%
CC(=O)c1cccc(NC(=O)CCN2C(=O)C3C4CCC(C4)C3C2=O)c1 (stereo unspecified) | 4% | 5% | 1%
O=C(/C=C/[C@H]1O[C@@H](n2cnc3c(NC(=O)c4ccccc4)ncnc32)[C@H](O)[C@@H]1O)NCC1CCCCC1 | 0% | -15% | x
Cn1c(SCc2cccc(Br)c2)nc2ccccc2c1=O | u | u | 2%
COc1ccccc1Nc1nc(-c2sc(NC(=O)c3ccccc3)nc2C)cs1 | u | u | 24%
C=CCOc1cccn2c(N(C=O)Cc3ccccc3)c(CC)nc12 | 12µM* | 13µM* | x
Clc1ccccc1Cn1nnc2c(NCC3CC3)ncnc21 | -22% | -28% | 1%
COc1cc(OC)c(OC)cc1CNC(=O)CCN1C(=O)c2cccc([N+](=O)[O-])c2C1=O | -5% | 2% | -7%
S=C(NCCCc1ccccc1)NC1CCCCC1 | u | u | 1%
CCn1c(=O)sc2cc(NS(=O)(=O)c3ccc(F)c(C)c3)ccc21 | 10µM* | 10µM* | -10%
Nc1ccccc1SC(CC(=O)c1ccccc1)c1ccccc1 (stereo unspecified) | 13µM* | u | x
O=S(=O)(Cc1ccccc1Cl)NCc1ccccc1 | -6% | 4% | -7%
CC(C)NC(=O)C1CCC(Cn2c(=O)c3sccc3n(CC(=O)Nc3ccccc3)c2=O)CC1 (stereo unspecified) | u | u | 0%
Cc1nc(SCC(=O)Nc2ccnc3ccccc23)n[nH]1 | -20% | -9% | -4%
Clc1ccc(C2=Nn3c(nnc3-c3cccnc3)SC2)s1 | u | -30% | -7%
COc1cc(C2N(c3cc(C)on3)C(=O)C3CCCN32)cc(OC)c1OC (stereo unspecified) | 4% | 0% | -13%

# Sorted by heavy-atom count (falling): some entries from above
Structure | DT40 TDP1 no CPT | TDP1 cell CPT | KAT2A inh
CC(C)NC(=O)C1CCC(Cn2c(=O)c3sccc3n(CC(=O)Nc3ccccc3)c2=O)CC1 (stereo unspecified) | u | u | 0%
COc1cc(C2N(c3cc(C)on3)C(=O)C3CCCN32)cc(OC)c1OC (stereo unspecified) | 4% | 0% | -13%
Nc1ccccc1SC(CC(=O)c1ccccc1)c1ccccc1 (stereo unspecified) | 13µM* | u | x

# Among those listed so far, these contain an NH in an aromatic ring:
Structure | DT40 TDP1 no CPT | TDP1 cell CPT | KAT2A inh
CC(OC(=O)CCc1nc2ccccc2c(=O)[nH]1)C(=O)Nc1ncc(Cl)cc1Cl (stereo unspecified) | -5% | -21% | -8%
COc1ccc(N(CC(=O)NCc2ccccc2Cl)S(=O)(=O)c2c(C)n[nH]c2C)cc1 | -20% | u | -24%
CC(C)c1ccc(N(CC(=O)O)S(=O)(=O)c2ccc3[nH]c(=O)c(=O)[nH]c3c2)cc1 | -12% | -2% | 1%
COc1ccc(CNC(=O)CCCCCn2c(=O)[nH]c3ccccc3c2=O)cc1 | -3% | -18% | -5%
O=C(Nc1ccc2c(c1)OCCO2)C(c1ccc(C(F)(F)F)cc1)n1c(=O)c(-c2cc3ccccc3[nH]2)nc2ccccc21 (stereo unspecified) | u | u | x
CC(C)c1ccc(NC(=O)CSc2nc(-c3ccccc3F)nc3nc[nH]c23)cc1 | -13% | u | -5%
Cc1nc(SCC(=O)Nc2ccnc3ccccc23)n[nH]1 | -20% | -9% | -4%

# Bioassay records deposited in PubChem by National Center for Advancing Translational Sciences (NCATS).
